D2 PAM – positively modulates the human D2 dopamine receptor allosterically | potentiation, % at 10 µM | AID 485347 | HEK293 T-REx D2, calcium flux, EC20 dopamine potentiation | 340,000 tested, 0.34% active | P14416;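 active means potentiation over 3 SD above the plate norm, cut at about 30% in these data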; further: 0% is about no effect
Target sequence (P14416 whole entry, looked up): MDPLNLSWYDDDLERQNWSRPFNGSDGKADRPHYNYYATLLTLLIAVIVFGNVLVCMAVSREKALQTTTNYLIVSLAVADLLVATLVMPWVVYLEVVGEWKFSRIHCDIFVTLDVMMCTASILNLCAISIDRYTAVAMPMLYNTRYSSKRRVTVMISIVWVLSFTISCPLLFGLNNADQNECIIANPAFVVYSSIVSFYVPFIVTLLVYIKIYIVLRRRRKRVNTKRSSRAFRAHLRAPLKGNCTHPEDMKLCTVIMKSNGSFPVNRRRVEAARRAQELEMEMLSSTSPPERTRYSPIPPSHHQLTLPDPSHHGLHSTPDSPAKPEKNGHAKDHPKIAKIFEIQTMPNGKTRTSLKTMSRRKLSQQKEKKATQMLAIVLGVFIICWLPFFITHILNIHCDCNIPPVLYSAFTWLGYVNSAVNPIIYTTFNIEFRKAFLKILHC
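Calcium flux readout, no-wash dye, 1 read/s. Inducible HEK293 Trex D2 line, overnight 30 C. Compound alone 180 s (agonist flags), then EC20 dopamine, another 180 s to score potentiation.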
Vif-A3G inh – Vif-A3G binding inhibition; Q9HC16; HeLa A3G-eYFP + Vif (tagged APOBEC3G with the HIV-1 protein that degrades it), YFP fluorescence, overnight; Potency, µM (top dose mostly 46.1 µM), for the others: at the top dose activity, negative = active, usual class: inhibitors; 410,000 tested, 0.076% active; AID 602310;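 further: potency means the concentration at half of the fitted maximal effect; on the % scale 0 is the no-effect control and ±100 the full control effect; nearly all actives have a fitted effect of over 60% in size; hits raise eYFP signal because A3G escapes Vif-driven loss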
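Read-out is eYFP fluorescence (Ex 488/Em 500-530) from Vif-expressing HeLa A3G-eYFP cells; more signal means A3G escaped Vif-mediated degradation. Cells plated overnight, compound pinned in, incubated overnight at 37 deg C.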
D1 potentiator – potentiators of human D1 dopamine receptor | AID 504651 | HEK293 TREx D1 cells, calcium flux, dopamine EC20 potentiation | 360,000 tested, 0.036% active | potentiation, % at 10 µM | P21728; in the data active means potentiation above about 30%; further: 0% is about no effect
Vif-A3F inh – inhibitors of Vif-A3F interaction; HeLa A3F-eYFP + Vif (tagged APOBEC3F with the HIV-1 protein that degrades it), YFP fluorescence increase; Potency, µM (top dose mostly 46.1 µM), without a hit: at the highest dose activity, negative = active; 390,000 tested, 0.2% active; AID 602313; further: potency means the concentration at half of the fitted maximal effect; % of control where 0% means no effect; nearly all actives have a fitted effect of over 65% in size
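HeLa cells stably expressing Vif plus C-terminally eYFP-tagged A3F were seeded, incubated overnight at 37 deg C, dosed with compound, incubated overnight again at 37 deg C. Yellow fluorescence (Ex 488/Em 500-530) reported blocked Vif-mediated A3F-eYFP degradation.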
D1 antag – blocks dopamine activation of the human D1 receptor; 360,000 tested, 3.2% active; activity change, negative = inhibition, % at 10 µM; AID 504652; HEK293 TREx D1 cells, calcium flux, dopamine EC80; hits give low values; in the data active means activity change below about -30%; further: on the % scale 0 is the no-effect control and ±100 the full control effect
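Tetracycline-induced HEK293 Trex D1 cells, force-coupled to calcium, dye-loaded; compounds added and read 180 s, then EC80 dopamine added and calcium flux tracked kinetically another 180 s.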
RXFP1 ag – activates the human relaxin receptor RXFP1; Q9HBX9; HEK293T-RXFP1 cAMP TR-FRET, 30 min; response scale: percent of porcine relaxin response, buffer zero; Potency, µM (doses to about 57.5 µM), for inactives: top-dose activation, actives largely listed as activators; 370,000 tested, 0.3% active; AID 2676; further: potency means the concentration at half of the fitted maximal effect; on the % scale 0 is the no-effect control and ±100 the full control effect; nearly all actives have a fitted effect of over 60% in size; many of its hits are not listed in these tables
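HEK293 cells stably expressing RXFP1, treated 30 min at 37C with compounds plus PDE4 inhibitor Ro 20174; cAMP measured by HTRF TR-FRET. Normalized to buffer and 29 nM porcine relaxin; EC50 by Hill fit.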
GRP78 ERSR act – induces the endoplasmic reticulum stress response in human glioma cells | U87-MG GRP78 promoter luciferase reporter, 16 h | Potency, µM, for the others: at the highest dose activation, actives largely listed as activators | 420,000 tested, 0.02% active | AID 602332; further: potency means the concentration at half of the fitted maximal effect; series mostly up to about 76 µM; % of control where 0% means no effect; nearly all actives have a fitted effect of over 35% in size
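Stably transfected U87-MG human glioma cells carrying a GRP78-based luminescent sensor were seeded at 1000 cells/well, pin-dosed with compounds and incubated 16 h. Luciferase reagent was then added, and end-point luminescence was read after 10 min at room temperature.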
RXFP1 antag – blocks the human relaxin receptor RXFP1; Q9HBX9; HEK293-RXFP1, relaxin-stimulated cAMP HTRF, 30 min; hits give low values; activity change, negative = inhibition, % at 57.5 µM; 350,000 tested, 0.59% active; AID 1259400;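 active means activity change of -60% or lower, but not beyond a set lower limit; inconclusive means change between -60% and -40%, or beyond the set limit; inactive means change above -40%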; further: on the % scale 0 is the no-effect control and ±100 the full control effect
D1 agonist – agonists of human D1 dopamine receptor. 360,000 tested, 1% active. P21728. HEK293 T-REx D1 cells, calcium flux, agonist mode. activation, % at 2 µM; in the data active means activation above about 30%; further: 0% is about no effect
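Tetracycline-induced HEK293 TREx D1 cells, force-coupled to calcium signalling, were dye-loaded with a no-wash calcium kit. Compound was pin-added after a 10 s baseline. Fluorescence was read kinetically at 1 cycle/s for 180 s, with calcium rises flagged as agonism.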
* hit, by the source's call; ? = inconclusive; · = no result given. Unless noted, the call rests on the fitted dose curve; in most records, active means well fitted curve in the direction sought with a large enough effect; inconclusive means small, poorly fitted or top-dose-only effect, or another doubt; inactive means no such curve, though single readings can be large; an effect the other way counts as inactive or inconclusive. The list is partial, so the mix of outcomes need not match the whole.

SMILES	D2 PAM	Vif-A3G inh	D1 potentiator	Vif-A3F inh	D1 antag	RXFP1 ag	GRP78 ERSR act	RXFP1 antag	D1 agonist
COc1ccccc1C(=O)N1N=C(c2ccc(NS(C)(=O)=O)cc2)CC1c1cccs1 (centres undefined)	-4	-3%	-2	0%	-1	-0.3%	1%	6	2
COc1ccc(NC2(c3ccccc3)OC(=O)c3ccccc32)cc1 (centres undefined)	·	-3%	-3	-1%	-19	1.5%	-2%	-7	1
COc1cccc(C(=O)OCC(=O)Nc2cc(C)on2)c1OC	·	-7%	·	8%	·	·	-5%	-17	·
O=C(Nc1ccccc1F)c1c[nH]c(=O)[nH]c1=O	-4	-9%	4	-1%	-2	6.7%	6%	-15	3
Cc1c(NC(=O)c2cccc(NC(=O)COc3cccc(Br)c3)c2)c(=O)n(-c2ccccc2)n1C	·	0%	·	2%	·	·	-3%	1	·
O=S(=O)(c1cccc2nsnc12)N1CCCCC1	-9	4%	-2	8%	2	3.8%	-4%	5	0
CCOC(=O)c1sc2nc(CSc3ccccc3)[nH]c(=O)c2c1C	7	-15%	-10	-18%	-8	1.1%	-7%	-7	-1
O=C(CC(NCCN1CCOCC1)C(=O)O)Nc1cccc(Cl)c1 (centres undefined)	·	3%	·	-12%	·	·	-2%	-10	·
COc1ccccc1CN1C(=NC(=O)CCC2CCCC2)SC2CS(=O)(=O)CC21 (centres undefined)	-2	-8%	2	1%	3	2.3%	-1%	3	3
COc1cccc(N2CCN(C(=O)CCc3c(C)nc4c(c3C)c(=O)n(C)c(=O)n4C)CC2)c1	7	2%	-5	4%	-16	28%	-2%	·	1
CCOc1ccccc1N(CC(=O)Nc1ccc(S(=O)(=O)N2CCCC2)cc1)S(C)(=O)=O	9	-17%	-2	8%	16	0.8%	0%	1	3
Cc1cc(C)n2ncc(C(=O)NCc3ccc(Cl)cc3)c2n1	7	0%	2	4%	0	2.3%	2%	20	2
COc1ccc(S(=O)(=O)N2CCOC23CCN(C(=O)c2c(F)cccc2Cl)CC3)cc1	0	7%	0	1%	-24	0.4%	-4%	-37	5
Cn1nc(C(=O)Nc2cc(F)ccc2F)c2c1-c1ccccc1SC2	2	2%	0	0%	1	6.6%	0%	8	0
C=C(C)COc1ccc(-c2nc(N)ncc2-c2ccc(Cl)cc2)c(O)c1	11	-7%	-2	1%	6	7.0%	-15%	-1	4

Three compounds from above, showing only D1 antag:
SMILES,D1 antag
COc1cccc(N2CCN(C(=O)CCc3c(C)nc4c(c3C)c(=O)n(C)c(=O)n4C)CC2)c1,-16
O=C(Nc1ccccc1F)c1c[nH]c(=O)[nH]c1=O,-2
C=C(C)COc1ccc(-c2nc(N)ncc2-c2ccc(Cl)cc2)c(O)c1,6

Entries above containing a halogen:
SMILES	D2 PAM	Vif-A3G inh	D1 potentiator	Vif-A3F inh	D1 antag	RXFP1 ag	GRP78 ERSR act	RXFP1 antag	D1 agonist
O=C(Nc1ccccc1F)c1c[nH]c(=O)[nH]c1=O	-4	-9%	4	-1%	-2	6.7%	6%	-15	3
Cc1c(NC(=O)c2cccc(NC(=O)COc3cccc(Br)c3)c2)c(=O)n(-c2ccccc2)n1C	·	0%	·	2%	·	·	-3%	1	·
O=C(CC(NCCN1CCOCC1)C(=O)O)Nc1cccc(Cl)c1 (centres undefined)	·	3%	·	-12%	·	·	-2%	-10	·
Cc1cc(C)n2ncc(C(=O)NCc3ccc(Cl)cc3)c2n1	7	0%	2	4%	0	2.3%	2%	20	2
COc1ccc(S(=O)(=O)N2CCOC23CCN(C(=O)c2c(F)cccc2Cl)CC3)cc1	0	7%	0	1%	-24	0.4%	-4%	-37	5
Cn1nc(C(=O)Nc2cc(F)ccc2F)c2c1-c1ccccc1SC2	2	2%	0	0%	1	6.6%	0%	8	0
C=C(C)COc1ccc(-c2nc(N)ncc2-c2ccc(Cl)cc2)c(O)c1	11	-7%	-2	1%	6	7.0%	-15%	-1	4

Following part
SMILES	D2 PAM	Vif-A3G inh	D1 potentiator	Vif-A3F inh	D1 antag	RXFP1 ag	GRP78 ERSR act	RXFP1 antag	D1 agonist
Cc1cc(C(=O)N/N=C\c2cc(C(C)(C)C)c(O)c(C(C)(C)C)c2)n[nH]1	-5	1%	-6	-1%	-1	1.0%	3%	-32	-1
O=C(CCCSc1nc2ccccc2s1)NCc1ccco1	·	1%	6	1%	-4	2.5%	0%	3	0
COc1cc2c(cc1OC)CN(C(=O)C(CCSC)NS(=O)(=O)c1ccc(C)cc1)CC2 (centres undefined)	2	-2%	-8	-4%	5	3.8%	3%	-7	1
O=C(Nc1ccc(OC(=O)c2cccs2)cc1)c1ccco1	0	0%	4	6%	-12	-0.3%	-3%	-8	6
Cc1onc(-c2ccccc2Cl)c1C(=O)N1CCCCC1C(=O)O (centres undefined)	0	1%	·	5%	-9	3.8%	-3%	·	3
CCOc1ccc(C(=O)NCCc2ccc3c(c2)OCCO3)cc1	5	-3%	-4	11%	7	0.1%	3%	-5	7
CC(C)c1ccc(NC(=O)c2cnc3sc(N4CCCC4)nn3c2=O)cc1	-3	3%	-3	-5%	-30	?	-2%	3	17
COC(=O)c1ccccc1NC(=O)Cn1nnc(-c2ccc3c(c2)OCO3)n1	0	1%	0	5%	-4	18%	-1%	-11	22
COc1cc(Br)cc(/C=N/c2ncn[nH]2)c1O	-9	2%	7	-2%	25	-1.3%	-7%	-31	-1
Cc1sc(NC(=O)CSc2nc(N)cc(N)n2)c(C#N)c1C	12	-4%	3	1%	-2	0.3%	-3%	8	3
CC(Sc1nnc(-c2ccncc2)n1C)C(=O)NCC(=O)Nc1ccc(F)c(F)c1F (centres undefined)	·	1%	·	-1%	·	·	-4%	3	·
CCCC(=O)C1=C(c2ccc(C)cc2)N(C(=O)CCC)n2cnnc2S1	-10	9%	1	1%	·	2.8%	-7%	?	4
FC(F)(F)c1cccc(Nc2c3c(nc4ccc(Cl)cc24)CCC3)c1	-16	-2%	-1	?	-32*	6.1%	-3%	?	5

Source: PubChem (National Center for Advancing Translational Sciences (NCATS))
